Compound activity deposited in PubChem by several laboratories.
ANO1 block – blocks the mouse calcium-activated chloride channel TMEM16A | AID 588511 | actives 1.2% (n = 310,000) | normalized B-score (activity score, 25-100; higher = stronger inhibition) at 10 µM | HEK293 TMEM16A/YFP iodide influx fluorescence, ionomycin;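 active = ratio plate-corrected score three or more library SD toward inhibition, starting fluorescence score within five deviations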;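 also: score derived from kinetic fluorescence span divided by baseline fluorescence per well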
TRPC6 act – activates the mouse TRPC6 cation channel. Q61143. HEK293-TRPC6 membrane potential dye fluorescence; stronger effect = higher value. B-score at 10 µM. actives 0.13% (n = 310,000);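 active = B-score of the integrated fluorescence ratio above library mean plus 3 SD, and starting fluorescence ratio within library mean plus 5 SD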;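 also: higher score means more depolarization so channel activation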
Target sequence (Q61143 whole entry, looked up): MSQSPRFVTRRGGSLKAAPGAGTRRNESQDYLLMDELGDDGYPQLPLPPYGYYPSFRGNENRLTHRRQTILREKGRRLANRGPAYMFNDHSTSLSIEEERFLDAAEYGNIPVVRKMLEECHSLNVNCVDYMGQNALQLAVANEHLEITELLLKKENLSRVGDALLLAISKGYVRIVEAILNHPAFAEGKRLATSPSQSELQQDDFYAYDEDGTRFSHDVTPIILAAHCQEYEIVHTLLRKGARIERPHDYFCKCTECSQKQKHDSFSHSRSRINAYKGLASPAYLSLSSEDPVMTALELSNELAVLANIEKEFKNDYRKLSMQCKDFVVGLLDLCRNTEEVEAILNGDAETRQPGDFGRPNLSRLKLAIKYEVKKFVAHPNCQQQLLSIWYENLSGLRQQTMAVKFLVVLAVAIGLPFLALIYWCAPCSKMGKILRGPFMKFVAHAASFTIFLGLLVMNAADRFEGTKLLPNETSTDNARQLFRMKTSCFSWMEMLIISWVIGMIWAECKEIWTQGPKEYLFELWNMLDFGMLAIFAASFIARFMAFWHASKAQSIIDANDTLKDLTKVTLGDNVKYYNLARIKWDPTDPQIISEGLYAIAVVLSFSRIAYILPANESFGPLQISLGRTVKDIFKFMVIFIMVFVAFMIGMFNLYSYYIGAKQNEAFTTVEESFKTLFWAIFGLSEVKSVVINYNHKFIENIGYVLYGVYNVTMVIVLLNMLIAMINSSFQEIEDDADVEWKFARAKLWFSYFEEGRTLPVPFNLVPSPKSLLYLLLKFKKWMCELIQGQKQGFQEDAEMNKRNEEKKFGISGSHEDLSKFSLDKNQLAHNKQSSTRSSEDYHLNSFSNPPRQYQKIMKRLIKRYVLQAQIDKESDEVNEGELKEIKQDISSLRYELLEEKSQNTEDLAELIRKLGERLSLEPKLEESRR
RGS4 inh – human RGS4 inhibition | P49798 | HEK293 M3R/RGS4 inducible, Fluo-4 calcium flux; stronger effect = higher value; triggered by carbachol at its EC20 | B-score at 10 µM | actives 0.45% (n = 310,000) | AID 463165;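 active = B-score, a plate-corrected calcium signal, over three deviations above library mean, with baseline fluorescence within five deviations of library mean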;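 also: RGS4 expression induced by doxycycline in cells with stable M3 receptor; B-score is computed from the integrated fluorescence ratio over baseline after carbachol; higher B-score means a larger calcium signal and so more RGS4 inhibition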
MrgX1 antagonist – human MrgX1 receptor antagonism, primary screen. Q96LB2. MRGX1-HEK293 calcium flux, Fluo-4, BAM8-22 antagonism; stronger effect = lower value. actives 1.3% (n = 310,000). AID 588676. B-score at 10 µM;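 active = calcium-response B-score plate-corrected more than 3 library SD below zero, starting fluorescence within 5 deviations, no agonist response on first addition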;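 also: peak minus trough fluorescence over baseline after final BAM8-22 challenge near maximal dose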
TRPC6 inhibitor – blocks the mouse TRPC6 cation channel; Q61143; HEK293-TRPC6, membrane potential dye, ACh-evoked depolarization; stronger effect = lower value; B-score at 10 µM; actives 1.1% (n = 310,000); AID 2553;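 active = B-score under library mean minus 3 SD, initial fluorescence not abnormally high, positive integrated signal ratio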;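 also: B-score derived from integrated fluorescence ratio over the kinetic read; more negative B-score means stronger inhibition of depolarization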
HDAC3 inh – blocks human histone deacetylase 3; recombinant HDAC3, fluorogenic peptide/trypsin coupled, fluorescence; inhibition, % at 8.3 µM; actives 0.15% (n = 320,000); in the data active = inhibition above about 26%, passing the limit was not always enough; inconclusive = no clear call, values can overlap the other calls
RGS4 act – potentiators or activators of RGS4; B-score at 10 µM; actives 0.92% (n = 310,000); HEK293 M3R/inducible RGS4, carbachol calcium flux Fluo4; stronger effect = lower value;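 active = B-score of the integrated calcium signal more than 4 SD below the library mean, with starting fluorescence not abnormally high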;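 also: negative B-score means reduced calcium response which marks RGS4 activation or potentiation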
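Material: M3R-expressing HEK293 line, RGS4 induced by doxycycline | Schedule: Overnight RGS4 induction, 30 min dye load 37 °C, 20 min compound RT | Measured by: Fluo4 fluorescence kinetic imaging of calcium | Read-out: Integrated calcium ratio converted to B score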
MrgX1 allo act – allosterically activates human MrgX1 receptor signaling | MrgX1-HEK293, Fluo-4 calcium flux, FDSS; stronger effect = higher value | Q96LB2 | actives 0.63% (n = 310,000) | B-score at 10 µM;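 active = plate-corrected calcium response at least 3 library SD above typical, normal starting fluorescence, not activating the receptor alone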;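 also: compound read alongside a low EC10 to EC30 dose of BAM8-22 agonist; peak minus trough fluorescence over baseline measured at the second addition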
MrgX1 agonist – agonists of human MrgX1 receptor; B-score at 10 µM; Q96LB2; MrgX1-HEK293 cells, Fluo-4 calcium fluorescence, agonist mode; stronger effect = higher value; AID 588627; actives 0.44% (n = 310,000);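 active = calcium response B-score plate-corrected fluorescence ratio at least 3 library SD, with starting fluorescence B-score inside 5 SD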
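Material: HEK293 cells stably expressing human MrgX1 receptor | Quantity: 15,000 cells per well | Times: Cells plated overnight, dye loaded 0.5 h 37 °C, 0.5 h room temperature | Measured by: Kinetic Fluo-4 NW fluorescence of intracellular calcium | Control set: Positive and negative controls per plate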
ANO1 activ – mouse TMEM16A channel activation, primary screen; Q8BHY3; HEK293 TMEM16A/YFP-H148Q/I152L, iodide quench fluorescence; stronger effect = lower value; B-score at 10 µM; actives 0.3% (n = 340,000); AID 623877;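 active = fluorescence-ratio B-score plate-corrected deviation score at least 3 library SD below zero, with starting fluorescence score within 5 deviations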;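 also: channel opened by trigger with iodide after compound preincubation; score built on the fluorescence ratio of max minus min over baseline; more negative score means more quench and so TMEM16A activation or potentiation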
SKKanGAS inh – SKKanGAS growth inhibition; S. pyogenes SKKanGAS, kanamycin growth, BacTiter-Glo, 6 h; inhibition, % at 7.5 µM; actives 1.3% (n = 300,000);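 active = mean replicate score, as percent of positive control median, at least 50; inconclusive = mean below 50 but one replicate at or above 50; inactive = mean and every replicate below 50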;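 also: strain carries kanamycin resistance gene driven by streptokinase promoter and grows in 40 µg/ml kanamycin; loss of luminescence reflects streptokinase promoter inhibition or plain growth inhibition; 0% = median of DMSO wells and 100% = positive control at its reference dose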
* marks the source's active call; other numbers are inactive results; i = inactive; ? = inconclusive; . = not tested or not shown.

SMILES	ANO1 block	TRPC6 act	RGS4 inh	MrgX1 antagonist	TRPC6 inhibitor	HDAC3 inh	RGS4 act	MrgX1 allo act	MrgX1 agonist	ANO1 activ	SKKanGAS inh
CCCCn1c(CN2C(=O)c3ccccc3C2=O)nc2ccccc2c1=O	i	i	i	i	i	?	i	i	i	i	-6
O=C(OCC(=O)N1CCCC1=O)C1COc2ccccc2O1 (centres undefined)	i	i	i	i	i	0	i	i	i	i	2
CCC(C)NCCOc1cccc(Br)c1 (centres undefined)	i	i	i	-5*	i	5	i	i	i	i	-2
Cc1cc(S(=O)(=O)NCc2cccnc2)ccc1-n1cnnn1	i	i	i	i	i	0	i	i	i	i	2
CCN1CCCC1CNC(=O)CN(C)S(=O)(=O)c1ccc(Cl)cc1 (centres undefined)	i	i	i	i	i	-4	i	i	i	i	-5
CCOC(=O)C1CCCN(C(=O)Cn2ncc3c([nH]c4ccc(C)cc43)c2=O)C1 (centres undefined)	i	i	i	i	i	1	i	i	i	i	-10
COc1ccc(-c2nc(C)ncc2-c2ccccc2)c(O)c1	i	i	i	i	i	5	i	i	i	i	-6
NC(=S)N/N=C/c1coc2ccc(Br)cc2c1=O	i	i	i	i	i	.	i	i	i	i	1
O=[N+]([O-])c1ccc(N2CCCC2)nc1	i	i	i	i	i	-1	i	i	i	i	48
O=C1[C@H]2[C@@H](/C=C/c3ccccc3)N3C(=O)CN(CC4CC4)C(=O)[C@@]3(Cc3ccccc3)[C@H]2C(=O)N1c1ccccc1	i	i	i	i	i	-2	i	i	i	i	4
CC1CC(=O)C(C2c3ccccc3CCN2C(=O)CCl)C(=O)C1 (centres undefined)	i	i	i	i	i	.	i	i	i	i	-3
COc1ccc(/C=C2\SC(=Nc3ccccc3)NC2=O)cc1	i	i	i	i	i	1	i	i	i	.	6
O=S(=O)(N1CCCCCC1)N1CCN(S(=O)(=O)N2CCCCC2)CC1	i	i	i	i	i	.	i	i	i	i	4
Cc1cccc2sc(NNC(=O)c3cc(=O)c4ccccc4o3)nc12	i	i	i	i	i	0	i	i	i	i	85*
Cc1ccc(N2CC(C(=O)NCc3nnnn3-c3ccc(C)c(C)c3)CC2=O)cc1 (centres undefined)	i	i	i	i	i	2	i	i	i	i	2
C=CCSc1nnc(-c2cc3c(s2)-c2ccccc2CC3)o1	i	i	i	i	i	-11	i	i	i	i	-21
COC(=O)Cn1c(=NC(=O)CSC(C)=O)sc2ccccc21	i	i	i	i	i	-3	i	i	i	i	-2
Cc1cc(=O)oc(C)c1C(=O)NCc1cccnc1	i	i	i	i	i	8	i	i	i	i	2
CC1(O)N(CCC(=O)Nc2cccc(F)c2)C(=O)OC12CCCCC2 (centres undefined)	i	i	i	i	i	3	i	i	i	i	-2
c1ccc(-n2cnc3ccccc32)nc1	i	i	i	i	i	6	i	i	i	i	1
COc1ccc(-n2ncc3c(N4CCc5ccccc54)ncnc32)cc1	i	i	i	i	i	0	i	i	i	i	-5
Cc1cc(C)cc(NC(=O)N2CCCN(c3ncccc3[N+](=O)[O-])CC2)c1	i	i	i	i	i	-4	i	i	i	i	0
COc1ccc(/C=N/n2c(N)nc3ccccc32)cc1OC	i	.	.	-8.6*	.	0	.	i	i	i	.
O=C(C[n+]1cccc(Br)c1)c1ccc(-c2ccccc2)cc1	i	i	i	i	i	-1	-7*	i	i	i	3
C=CCNC(=S)Nc1ccc2nc(C)c(C)nc2c1	i	i	i	i	i	-2	i	i	i	i	0
COc1cccc(C(=O)NCCS(=O)(=O)NCc2cccs2)c1	i	i	i	i	i	-6	i	i	i	i	0
O=C(CN(Cc1ccccc1)C(=O)c1cccc([N+](=O)[O-])c1)Nc1c(Cl)cc(Cl)cc1Cl	i	i	i	i	i	-3	i	i	i	i	3
CCCN1C(=O)c2ccccc2NC1c1ccc(C)cc1 (centres undefined)	i	i	i	i	i	-19	i	i	i	i	6
O=C(O)c1cc2nccc(-c3ccco3)n2n1	i	i	i	i	i	.	i	i	i	i	11
O=C(Nc1ccc(F)cc1)C1CCCN(S(=O)(=O)c2ccc(-n3cnnn3)cc2)C1 (centres undefined)	i	i	i	i	i	-2	i	i	i	i	-10
COc1nc(OCC#N)nc(N(C)C)n1	i	i	i	i	i	7	i	i	i	i	1
Cc1cc(OCCOCCN2CCCC2)ccc1C(C)C	i	i	i	i	i	-5	i	i	i	i	-1
O=C(Cn1nnc(-c2ccc(N3CCOCC3)cc2)n1)OC1CCCCC1	i	i	i	i	i	4	i	i	i	i	8
COc1ccc(C(=O)c2c[nH]c(C(=O)N=CN(C)C)c2)cc1	i	i	i	i	i	5	i	i	i	i	1
COC(=O)c1cccc(NC(=O)c2ccc3c(c2)C(=O)N(CC2CCCO2)C3=O)c1 (centres undefined)	i	i	i	i	i	1	i	i	i	i	12
COc1ccc(C(=O)c2cc3c(cc2[N+](=O)[O-])OCCO3)cc1	i	i	i	i	i	1	i	i	i	i	-22
Cc1ccc(S(=O)(=O)N2CCC(C(=O)NCCCOC(C)C)CC2)cc1	i	i	i	i	i	3	i	i	i	i	-7
CS(=O)(=O)N1N=C(c2ccco2)CC1c1ccccc1 (centres undefined)	i	i	i	i	i	5	i	i	i	i	-2
CCOC(=O)/C(C#N)=C/N=c1ccc(C)cn1C	i	i	i	i	i	5	i	i	i	i	7
CC(C)Cc1nnc(NC(=O)c2cc3c(s2)CCC3)s1	i	i	i	i	i	2	i	i	i	i	-4
CC(=O)c1nnn(-c2ccc([N+](=O)[O-])cc2)c1C	i	i	i	i	i	1	i	i	i	i	8
COC(=O)CN1C(=O)COc2ccc(S(=O)(=O)NCc3ccc(Cl)cc3)cc21	i	i	i	i	i	-1	i	i	i	i	-6
CSCCC1NC(=O)N(CC(=O)Nc2ccc(N3CCCCC3)cc2)C1=O (centres undefined)	i	i	i	i	i	-7	i	i	i	i	2
O=C(CSc1nnc(CNC(=O)c2ccccc2F)o1)c1ccc(Cl)cc1	i	i	i	i	i	?	i	i	i	i	-13
CCn1c(COc2cccc(OC)c2)nnc1SCC(=O)N1CCOCC1	i	i	i	i	i	-4	i	i	i	i	0
Cn1c(SCC(=O)c2cc3ccccc3o2)nnc1-c1ccccc1	i	i	i	i	i	-1	i	i	i	i	3
COC(=O)c1ccccc1NC=C1C(=O)OC2(CCCCC2)OC1=O	i	i	i	i	i	14	i	i	i	i	2
COc1ccc2nc(C)cc(SCC(=O)N/N=C/c3ccc(O)cc3O)c2c1	i	i	i	i	i	2	i	i	i	i	2
CC(=O)N1c2ccc(S(=O)(=O)N3CCCC(C(=O)NCc4ccccc4Cl)C3)cc2CC1C (centres undefined)	i	i	i	i	i	5	i	i	i	i	-8
O=C(Nc1nc(-c2nc3ccccc3s2)cs1)c1ccc(S(=O)(=O)N2CCOCC2)cc1	100*	i	i	i	i	0	i	i	i	i	12
O=C(Oc1ccc2[nH]cc(CCN3C(=O)c4ccccc4C3=O)c2c1)c1ccco1	i	i	i	i	i	1	i	i	i	i	-15
O=C(CSc1ccc(-c2ccco2)nn1)N1CCCC1	i	i	i	i	i	-7	i	i	i	i	0
Cc1cccc(NC(=O)CSc2nnc(CCCCCNC(=O)OC(C)(C)C)o2)c1C	i	i	i	i	i	0	i	i	i	i	-1
COc1ccc(NC(=S)NC(=O)C2CCC2)cc1	i	i	i	i	i	1	i	i	i	i	-7
Cc1cccc(N2CCN(S(=O)(=O)c3ccc4c(c3)NC(=O)CS4)CC2)c1C	i	i	i	i	i	-1	i	i	i	i	16
O=C(/C=C/c1ccc([N+](=O)[O-])cc1)OCc1cnc(-c2ccccc2)o1	i	i	i	i	i	-3	i	i	i	i	2
Cc1cc(C)c2c(n1)SCC(=O)N2CC(=O)NCCC1=CCCCC1	i	i	i	i	i	1	i	i	i	i	-4
O=C(CCC1CCCC1)NNC(=O)c1ccccc1O	i	i	i	i	i	2	i	i	i	i	-3
CC(O)(CS(=O)(=O)Cc1ccccc1)c1ccccc1Cl (centres undefined)	i	i	i	i	i	-3	i	i	i	i	-5
CN(Cc1ccccc1)C(=O)CCNC(=O)Cn1cnc2ccccc2c1=O	i	i	i	i	i	1	i	i	i	i	2

Remaining list, next part:
SMILES	ANO1 block	TRPC6 act	RGS4 inh	MrgX1 antagonist	TRPC6 inhibitor	HDAC3 inh	RGS4 act	MrgX1 allo act	MrgX1 agonist	ANO1 activ	SKKanGAS inh
Cc1ccc(-c2noc(=O)n2CC(=O)Nc2ccc(S(=O)(=O)NC3CC3)cc2)cc1	i	i	i	i	i	9	i	i	i	i	0
Cc1ccccc1NC(=O)CN1C(=O)NC2(CCCCC2)C1=O	i	i	i	i	i	-3	i	i	i	i	-1
O=C1c2ccsc2SCCN1Cc1ccc(Cl)cc1Cl	i	i	i	i	i	.	i	i	i	i	10
CN(c1ccccc1)S(=O)(=O)c1cccc(C(=O)N2CCN(c3ccccn3)CC2)c1	i	12*	i	i	-7.2*	-1	i	i	i	i	-21
COc1ccc(CCNS(=O)(=O)c2ccc3c(c2)NC(=O)C(C)S3)cc1OC (centres undefined)	i	i	i	i	i	-4	i	i	i	i	-10
COc1ccc(OC)c(CNC(=O)CCSCc2ccc(F)cc2Cl)c1	i	i	i	i	i	2	i	i	i	i	-4
CCCCOC(=O)c1cccc(NC(=O)CC)c1	i	i	i	i	i	-3	i	i	i	i	-13
COC(=O)c1ccc(NC(=O)Cn2nc(C)c3ccccc3c2=O)cc1	i	i	i	i	i	-6	i	i	i	i	4
Cc1cc([N+](=O)[O-])ccc1NC(=O)/C=C/c1cccs1	i	i	i	i	i	3	i	i	i	i	3

Part of the list above, reduced to TRPC6 inhibitor.
| Structure | TRPC6 inhibitor |
| --- | --- |
| Cc1ccc(-c2noc(=O)n2CC(=O)Nc2ccc(S(=O)(=O)NC3CC3)cc2)cc1 | i |
| CCCCOC(=O)c1cccc(NC(=O)CC)c1 | i |
| O=C1c2ccsc2SCCN1Cc1ccc(Cl)cc1Cl | i |
